RXFP1 agonist – qHTS Assay for Agonists of the Relaxin Receptor RXFP1; Relaxin receptor 1 (Homo sapiens), Q9HBX9; HEK293T-RXFP1 cAMP TR-FRET, 30 min; response scale: percent of porcine relaxin response, buffer zero; Potency, µM (series often up to 57.5 µM), without a hit: at the top dose activation, hits mostly activators; 370,000 compounds, 0.3% hits; AID 2676, 2010; note: potency is the fitted concentration of half-maximal effect; % is set by controls: 0 for no effect and ±100 for the full control effect; nearly all actives have a fitted effect of over 60% in size; many of its hits are not listed in these tables
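cAMP rise read by TR-FRET after 30 min, 37C compound exposure (up to 58 uM) in RXFP1-transfected HEK293 cells with Ro 20174 present. EC50 from Hill-equation fits, with 29 nM porcine relaxin as 100% and buffer as basal.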
mIDH1 inhibitor – qHTS for Inhibitors of mutant isocitrate dehydrogenase 1 (IDH1): qHTS; Isocitrate dehydrogenase [NADP] cytoplasmic (Homo sapiens), O75874; IDH1-R132H enzyme, NADPH consumption, diaphorase/resazurin fluorescence; Potency, µM (series often up to 76.6 µM), inactives show at the highest dose activity change, negative = inhibition, hits mostly inhibitors; 390,000 compounds, 0.093% hits; AID 602179, 2012; note: potency is the fitted concentration of half-maximal effect; % is set by controls: 0 for no effect and ±100 for the full control effect; nearly all actives have a fitted effect of over 65% in size
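IDH1-R132H (0.5 ug/mL dispensed) in pH 7.5 Tris buffer was preincubated 30 min with compound, then given a substrate mix of 0.016 mM NADPH and 2 mM alpha-KG for 80 min at room temperature; remaining NADPH was read by diaphorase/resazurin fluorescence.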
PI4K2A inh – qHTS for small molecular inhibitors of PI4K2A; Phosphatidylinositol 4-kinase type 2-alpha (Homo sapiens), Q9BTU6; purified PI4K2A, ADP-Glo luminescence, 1 h; stronger effect = lower value; activity change, negative = inhibition, % at 76.9 µM; 420,000 compounds, 0.13% hits; in the data active = activity change below about -50%; inconclusive = mostly about -30% to -49%;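 note: -100% = wells without enzyme as full effect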
Target sequence (Q9BTU6 whole entry, looked up): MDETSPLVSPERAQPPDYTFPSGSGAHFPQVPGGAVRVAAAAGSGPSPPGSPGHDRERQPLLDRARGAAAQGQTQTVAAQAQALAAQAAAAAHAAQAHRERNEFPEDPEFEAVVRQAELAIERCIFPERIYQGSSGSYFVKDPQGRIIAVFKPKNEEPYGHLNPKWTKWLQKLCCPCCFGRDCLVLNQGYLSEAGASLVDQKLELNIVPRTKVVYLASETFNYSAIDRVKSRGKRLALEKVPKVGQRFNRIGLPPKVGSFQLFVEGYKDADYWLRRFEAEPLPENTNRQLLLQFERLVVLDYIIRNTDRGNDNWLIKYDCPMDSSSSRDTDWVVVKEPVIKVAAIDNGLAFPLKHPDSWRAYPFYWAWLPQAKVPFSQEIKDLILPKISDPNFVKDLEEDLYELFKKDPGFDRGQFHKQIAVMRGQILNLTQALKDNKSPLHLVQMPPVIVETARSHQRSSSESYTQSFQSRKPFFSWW
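Compounds are screened against recombinant PI4K2A using PI as substrate and ATP, the latter dispensed at 300 microM. Reactions run one hour at ambient temperature before ADP-Glo detection; full inhibition defined by wells lacking enzyme.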
Vif-A3G inh – qHTS for Inhibitors of Vif-A3G Interactions: qHTS. DNA dC->dU-editing enzyme APOBEC-3G (Homo sapiens), Q9HC16. 410,000 compounds, 0.076% hits. HeLa A3G-eYFP + Vif (tagged APOBEC3G with the HIV-1 protein that degrades it), YFP fluorescence, overnight. AID 602310, 2012. Potency, µM (highest dose often 46.1 µM), inactives show top-dose activity, negative = active, most hits filed as inhibitors;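 note: potency is the fitted concentration of half-maximal effect; % is set by controls: 0 for no effect and ±100 for the full control effect; nearly all actives have a fitted effect of over 60% in size; hits raise eYFP signal because A3G escapes Vif-driven loss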
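HeLa cells stably expressing Vif and C-terminally eYFP-tagged A3G, seeded overnight at 37 deg C, then exposed to compound by pintool overnight at 37 deg C. Rise in yellow fluorescence (Ex 488/Em 500-530, Acumen) marks blocked Vif-driven A3G degradation.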
LDHA block – qHTS assay for inhibitors of human lactate dehydrogenase; AID 1347041, 2019; 480,000 compounds, 0.15% hits; purified LDHA, NADH/diaphorase-resazurin fluorescence; stronger effect = lower value; activity change, % (values are at about 110 or 230 µM); L-lactate dehydrogenase A chain (Homo sapiens), P00338; in the data active = activity change below about -30%; inconclusive = mostly about -25% to -30%;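 note: plate controls were DMSO wells for no effect and wells without enzyme for full effect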
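Enzyme activity of human lactate dehydrogenase 5 (2 nM; 0.06 mM NADH, 0.2 mM pyruvate, 5 min, RT) is measured via a resazurin/diaphorase fluorescence readout of residual NADH.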
Vif-APOBEC3F blk – qHTS for Inhibitors of Vif-A3F Interactions: qHTS; HeLa A3F-eYFP + Vif (tagged APOBEC3F with the HIV-1 protein that degrades it), YFP fluorescence increase; Potency, µM (highest dose often 46.1 µM), for inactives: at the top dose activity, negative = active; 390,000 compounds, 0.2% hits; AID 602313, 2012; note: potency is the fitted concentration of half-maximal effect; % of control where 0% means no effect; nearly all actives have a fitted effect of over 65% in size
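HeLa cells stably expressing A3F-eYFP plus Vif, plated and incubated overnight at 37 deg C, then exposed to compounds overnight at 37 deg C. Blocked degradation read as raised yellow fluorescence (Ex 488/Em 500-530).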
USP1 inh – Inhibitors of USP1/UAF1: Primary Screen. Ubiquitin carboxyl-terminal hydrolase 1 (Homo sapiens), O94782. recombinant USP1/UAF1, Ub-Rhodamine cleavage fluorescence. Potency, µM (doses to about 57.1 µM), for inactives: at the top dose activity change, negative = inhibition, usual class: inhibitors. 390,000 compounds, 0.23% hits; note: potency is the fitted concentration of half-maximal effect; % is set by controls: 0 for no effect and ±100 for the full control effect; nearly all actives have a fitted effect of over 60% in size; inactives centre near -12
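High-throughput fluorogenic screen: 1nM USP1/UAF1 complex, Ub-Rho substrate 150nM final, 50mM HEPES pH 7.8 with 0.5mM EDTA, 0.1 mg/ml BSA, 1mM TCEP and 0.01% Tween-20.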
GRP78 ERSR act – qHTS for Inducers of the Endoplasmic Reticulum Stress Response (ERSR) in Human Glioma: qHTS. U87-MG GRP78 promoter luciferase reporter, 16 h. Potency, µM, for inactives: top-dose activation, most hits filed as activators. 420,000 compounds, 0.02% hits. AID 602332, 2012; note: potency is the fitted concentration of half-maximal effect; series mostly up to about 76 µM; % of control where 0% means no effect; nearly all actives have a fitted effect of over 35% in size
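Stably transfected U87-MG glioma cells carrying a GRP78-based luciferase sensor; 16 h compound incubation. Luminescence end-point read 10 min after Bright-Glo addition at room temperature.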
TrxR1 substrate – qHTS Assay for Substrates of Mammalian Selenoprotein Thioredoxin Reductase 1 (TrxR1): qHTS | purified TrxR1 substrate turnover, NADPH consumption readout | Potency, µM (titrated, usually from 114 µM), for the others: at the highest dose activity change, negative = substrate turnover | 390,000 compounds, 0.01% hits | AID 588456, 2011; note: potency is the fitted concentration of half-maximal effect; % is set by controls: 0 for no effect and ±100 for the full control effect; nearly all actives have a fitted effect of over 50% in size
Target sequence (O89049 whole entry, looked up): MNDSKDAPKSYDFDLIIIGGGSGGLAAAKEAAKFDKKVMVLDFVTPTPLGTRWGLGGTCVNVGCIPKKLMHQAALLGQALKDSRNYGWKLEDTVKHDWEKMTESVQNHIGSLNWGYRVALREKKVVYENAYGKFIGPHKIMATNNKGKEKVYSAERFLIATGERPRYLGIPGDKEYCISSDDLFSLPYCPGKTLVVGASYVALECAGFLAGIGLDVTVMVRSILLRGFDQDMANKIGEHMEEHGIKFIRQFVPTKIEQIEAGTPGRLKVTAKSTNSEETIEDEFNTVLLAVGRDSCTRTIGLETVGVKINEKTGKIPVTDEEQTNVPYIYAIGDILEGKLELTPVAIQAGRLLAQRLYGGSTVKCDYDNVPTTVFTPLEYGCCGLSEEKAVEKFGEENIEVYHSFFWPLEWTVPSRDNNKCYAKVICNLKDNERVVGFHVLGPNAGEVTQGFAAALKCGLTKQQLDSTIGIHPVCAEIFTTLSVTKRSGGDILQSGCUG
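Rat TrxR1, dispensed at 90 nM, was prereduced with 400 uM NADPH (final) for 5 min at ~22 deg C, then incubated with compound 15 min before 400 uM selenite. A first-read NADPH fluorescence drop versus no-compound background flagged substrates.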
* hit, by the source's call; ? = inconclusive; . = not tested or not shown; & = joins results of further samples; [ ] = dose if it differs, or a comment. Unless noted, calls come from the whole dose curve; as a rule, active = well fitted curve in the direction sought with a large enough effect; inconclusive = small, poorly fitted or top-dose-only effect, or another doubt; inactive = no such curve, though single readings can be large; an effect the other way counts as inactive or inconclusive. The list is partial. The share of hits here may be higher or lower than overall.

SMILES	RXFP1 agonist	mIDH1 inhibitor	PI4K2A inh	Vif-A3G inh	LDHA block	Vif-APOBEC3F blk	USP1 inh	GRP78 ERSR act	TrxR1 substrate
O=C(Cc1ccc(Cl)cc1)c1c[nH]c(C(=O)NCCCn2ccnc2)c1	-0.6%	6%	0	0%	-1	8%	-17%	-3%	2%
CCn1c(SCC(=O)N2CCOCC2)nc(O)cc1=O	2.3%	5%	-2	2%	-11	2%	-16%	-2%	2%
Cc1cc(=O)[nH]c2c1c(-c1ccccc1)nn2C	-0.9%	1%	-4	-1%	1	1%	-15%	-2%	2%[57.1 µM]
O=C(COC(=O)c1ccccc1Br)NCCN1C(=O)CSC1=O	-0.6%	6%	7	0%	-10	5%	?	13%	6%[57.1 µM]
O=C(NC1CCCCC1)NC1CC2CCC(C1)N2C(=S)NCc1ccco1 (configuration not stated)	-4.5%	-1%	0	1%	0	-8%	-10%	1%	-4%
CCc1ccc(OCC(=O)Nc2nnc(-c3ccco3)s2)cc1	14%	-10%	-2	-2%	-8	-3%	-19%	-4%	8%
O=C(CC1SC(N2CCCCC2)=NC1=O)Nc1cccc(C(=O)O)c1 (configuration not stated)	0.5%	0%	1	4%	-4	1%	-14%	-6%	-2%
CCOC(=O)[C@H]1[C@H]2COc3ccc(Br)cc3[C@@H]2N2C(=O)c3c(C)cc(C)cc3NC(=O)[C@@]12C	.	-9%	1	-4%	-6	0%	-25%	-4%	0%
CC(NC(=O)CSc1ncccn1)c1ccc2c(c1)OCO2 (configuration not stated)	.	-3%	4	0%	0	-4%	3%	-8%	9%[57.1 µM]
O=C(Nc1ccc(S(=O)(=O)N2CCCCC2)cc1)C1CCCCC1	0.5%	-13%	2	-1%	-9	13%	-5%	-3%	-10%
CCc1ccccc1N(CC)C(=O)c1c(C)oc2ncn(C)c(=O)c12	-1.1%	-8%	2	-7%	0	-3%	-9%	0%	-1%
CCOC(=O)c1cc(-c2ccc(F)cc2)n(CC(=O)Nc2nccs2)c1C	.	-21%	-3	-4%	-11	0%	-20%	-5%	-7%
Cc1occc1C(=O)N1CCCC(Nc2ccc(F)cc2)C1 (configuration not stated)	0.1%	0%	0	-2%	-11	-2%	-21%	-6%	5%
O=C(NCc1ccccn1)C(=O)NCC1OCCCN1S(=O)(=O)c1cc(F)ccc1F (configuration not stated)	-1.1%	2%	0	-1%	-7	-9%	3%	-4%	-2%
COC(=O)c1ccc(C(=O)NC2CCCc3c2cnn3-c2ccccc2F)nc1 (configuration not stated)	5.7%	-9%	-3	-20%	-1	-1%	-20%	0%	-6%
CC(C)[C@H](NC(=O)OCc1ccccc1)C(=O)OCC(=O)NCCc1ccccc1	-0.2%	0%	-3	-4%	-1	-1%	-17%	2%	2%
O=C1c2ccccc2OC2(C=Cc3ccccc3O2)N1Cc1ccccc1 (configuration not stated)	2.2%	5%	-1	?	0	1%	-25%	4%	-10%[57.1 µM]
Cc1nnc(NC(=O)COc2ccc3c(C)cc(=O)oc3c2)s1	18%	3%	-2	0%	8	-2%	-11%	-2%	82%[activator]
CNc1ccc2ncc(-c3ccccc3C(C)=O)n2n1	.	.	-7	-3%	-7	.	.	-3%	.
C/C(=N\Nc1nccnc1Cl)c1ccc(O)cc1	-0.2%	-4%	-18	-1%	-3	2%	-13%	2%	-11%
CCC(c1nnnn1C1CCCC1)N1CCN(c2cccc(OC)c2)CC1 (configuration not stated)	-1.8%	-7%	-8	2%	1	-3%	-7%	-3%	9%
CC(=O)Nc1ccc(CN2C(=O)C(Cc3ccccc3)ON=C2c2ncccc2C)cc1 (configuration not stated)	.	.	-2	-2%	-2	.	.	-1%	.
CCc1c(C)nc(SCC(=O)Nc2ccc3c(c2)OCCO3)[nH]c1=O	-2.1%	4%	2	-8%	-5	-1%	-22%	-3%	6%[57.1 µM]
Cc1cccc(Cn2c(Cc3ccccc3)nc3ccccc32)c1	1.3%&1.6%	1%&-1%	-2&4	-3%&1%	1&-1	-3%&-3%	-17%&-12%	-3%&-4%	-3%&-2%
Cc1cc(=O)nc2c3ccccc3n(CC(=O)Nc3ccccc3Br)n12	-1.8%	0%	-4	-16%	-6	-12%	-7%	2%	6%
CCc1cccc(C)c1NC(=O)C1CCCN1C(=O)NCc1ccccc1 (configuration not stated)	-0.1%	-1%	0	1%	-17	9%	0%	2%	5%[57.1 µM]
COC(=O)c1cccc(Cn2nnc3sc4c(c3c2=O)CCC(C(C)(C)C)C4)c1 (configuration not stated)	-1.8%	.	7	.	2	.	-29%	.	-2%
COc1ccccc1CNC(=O)CCC(=O)N1CC2CCCN2c2ccccc21 (configuration not stated)	1.1%	-8%	-2	-9%	-2	4%	8%	-1%	-2%[57.1 µM]
O=C(Nc1cccc(-c2nc3cc(Cl)ccc3o2)c1)c1ccc(F)cc1	4.1%	17%	-1	0%	-1&-8	-4%	-6%	-3%	5%[57.1 µM]
COc1ccccc1NC(=O)CON=C(N)CC(=O)NC1CCCCC1	-0.6%	4%	-2	?	2	?	-11%	0%	6%
O=C(CSc1ncccn1)Nn1cnnc1	3.1%	-3%	2	0%	-8	0%	-14%	-2%	-2%
CCCOC(=O)c1ccc(NC(=O)Cc2cccs2)cc1	-1.8%	1%	-5	-2%	-2	-17%	-16%	4%	1%
CCOC(=O)CN1C(=O)CSc2ccc(S(=O)(=O)N3CCCC3)cc21	0.6%	2%	-1	1%	-2	8%	-8%	-5%	-10%
COc1ccc(/C=C(\C#N)C(=O)c2c(C)[nH]c3ccccc23)cc1OC	0.0%	2%	-2	1%	-5	-9%	-11%	2%	-3%
CCOC(=O)C(=CNc1cccc(N)n1)C(=O)OCC	0.3%	0%	5	1%	6	9%	-2%	1%	-5%
CC1CCN(C(=O)C2CCC(C)(C(=O)O)C2(C)C)CC1 (configuration not stated)	0.9%	-5%	2	1%	-7	-12%	1%	-3%	0%
COc1ccc(/C=N/NC(=O)c2cccc(NC(C)=O)c2)c(OC)c1	-1.4%	0%	-2	0%	-14	17%	-13%	4%	0%[57.1 µM]
Cc1cccc(-n2nc3c(c2NC(=O)c2ccc(Br)o2)CSC3)c1C	3.0%	0%	-12	3%	-1	0%	-17%	1%	7%
Cc1csc(N/N=C/c2ccccn2)n1	-0.7%	-8%	-24	-2%	-5	?	-17%	-8%	1%[57.1 µM]
COc1ccc(CCNC(=O)Cc2c(C)c3c(cc(C)c4c(C)c(C)oc43)oc2=O)cc1OC	1.9%	-3%	-2	-1%	-4	5%	8%	-2%	3%
O=C1CN(c2ccc(Cl)cc2)C2(CCCCC2)S1	-0.6%	4%	-1	-5%	-1	3%	-12%	-4%	-4%
O=C(Nc1ccc(N2CCOCC2)cc1N1CCOCC1)c1ccc([N+](=O)[O-])cc1Cl	2.8%	1%	-3	0%	2	3%	-19%	-2%	-4%
Cc1noc2ncnc(Sc3ccc(Br)cc3)c12	0.0%	3%	6	-20%	-4	9%	-11%	-15%	17%[57.1 µM]
O=C(COC(=O)c1cc(S(=O)(=O)N2CCCCC2)ccc1Cl)NC1CCS(=O)(=O)C1 (configuration not stated)	.	-13%	1	0%	-3	4%	-20%	-4%	-2%
COc1cccc(CC(=O)Nc2ccccc2C(=O)N2CCOCC2)c1	0.1%	4%	1	-3%	-5	3%	-18%	-2%	-7%
COc1ccc(N2CCN(CCNS(=O)(=O)c3ccc(C)cc3)CC2)cc1	-2.2%	3%	-4	-1%	0	1%	0%	0%	-1%
CCc1c(C)c2ccc(O)c(CN3CCN(c4ccccc4)CC3)c2oc1=O	16%	.	0	.	-3	.	-22%	.	5%
c1ccc(Nc2nc(-c3ccncc3)cs2)nc1	-0.3%	2%	-15	-18%	1	.	-11%	-3%	-15%

Whole records as entered above. Order of values: RXFP1 agonist	mIDH1 inhibitor	PI4K2A inh	Vif-A3G inh	LDHA block	Vif-APOBEC3F blk	USP1 inh	GRP78 ERSR act	TrxR1 substrate
Results for c1ccc(Nc2nc(-c3ccncc3)cs2)nc1 = -0.3%	2%	-15	-18%	1	.	-11%	-3%	-15%
Results for O=C1CN(c2ccc(Cl)cc2)C2(CCCCC2)S1 = -0.6%	4%	-1	-5%	-1	3%	-12%	-4%	-4%
Results for O=C(Nc1ccc(N2CCOCC2)cc1N1CCOCC1)c1ccc([N+](=O)[O-])cc1Cl = 2.8%	1%	-3	0%	2	3%	-19%	-2%	-4%

Compound activity deposited in PubChem BioAssay by National Center for Advancing Translational Sciences (NCATS).
